LYPLA2 inh: LYPLA2 (human) inhibition in PME1 counter-screen. O95372. recombinant LYPLA2, FP-Rh probe fluorescence polarization. inhibition, % at 5.9 µM. 320,000 compounds, 0.38% hits. AID 2177;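 active = inhibition above the screen-wide mean plus 3 SD, limit set per campaign, cut at about 26% in these data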;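 note: 0% = LYPLA2 with DMSO and 100% = wells lacking LYPLA2 enzyme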
Target sequence (O95372 whole entry, looked up): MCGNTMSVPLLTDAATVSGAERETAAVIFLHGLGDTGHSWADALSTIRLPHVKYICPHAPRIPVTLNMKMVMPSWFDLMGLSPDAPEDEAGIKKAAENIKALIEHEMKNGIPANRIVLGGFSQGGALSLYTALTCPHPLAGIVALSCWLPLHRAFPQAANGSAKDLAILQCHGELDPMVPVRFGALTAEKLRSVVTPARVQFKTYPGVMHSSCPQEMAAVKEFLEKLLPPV
PREPL inh: inhibitors of human prolyl oligopeptidase-like enzyme PREPL; 320,000 compounds, 0.68% hits; inhibition, % at 5.96 µM; recombinant PREPL, fluorescence polarization activity-based probe; in the data active = inhibition above about 43%;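 note: 0% = enzyme with DMSO and 100% = wells lacking enzyme; many of its hits are not listed in these tables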
GASC-1 inh: human JMJD2C demethylase inhibition. 330,000 compounds, 0.069% hits. inhibition, % at 2.35 µM. Q9H3R0. AID 2099. GST-JMJD2C(1-420) H3K9me3 demethylation, DELFIA europium;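 active = more than half of a compound's replicate wells show inhibition beyond 50%, single wells judged on their own value; inconclusive = some, but no more than half, of replicates pass 50% inhibition; inactive = no replicate passes 50% inhibition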;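 note: signal counts dimethyl H3K9 product captured on neutravidin plate; 0% = median of DMSO wells and 100% = 0.3 times that DMSO median; strong numbers were not always called active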
PP5 primary: PP5 (human) phosphatase inhibition; P53041; purified PP5c, OMFP substrate fluorescence; inhibition, % at 6.7 µM; 320,000 compounds, 0.18% hits;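 active = inhibition above the campaign's mean inhibition across all tested compounds plus 3 SD, cut at about 9.5% in these data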;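 note: 0% = DMSO only and 100% = 100 µM cantharidin control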
Target sequence (P53041 whole entry, looked up): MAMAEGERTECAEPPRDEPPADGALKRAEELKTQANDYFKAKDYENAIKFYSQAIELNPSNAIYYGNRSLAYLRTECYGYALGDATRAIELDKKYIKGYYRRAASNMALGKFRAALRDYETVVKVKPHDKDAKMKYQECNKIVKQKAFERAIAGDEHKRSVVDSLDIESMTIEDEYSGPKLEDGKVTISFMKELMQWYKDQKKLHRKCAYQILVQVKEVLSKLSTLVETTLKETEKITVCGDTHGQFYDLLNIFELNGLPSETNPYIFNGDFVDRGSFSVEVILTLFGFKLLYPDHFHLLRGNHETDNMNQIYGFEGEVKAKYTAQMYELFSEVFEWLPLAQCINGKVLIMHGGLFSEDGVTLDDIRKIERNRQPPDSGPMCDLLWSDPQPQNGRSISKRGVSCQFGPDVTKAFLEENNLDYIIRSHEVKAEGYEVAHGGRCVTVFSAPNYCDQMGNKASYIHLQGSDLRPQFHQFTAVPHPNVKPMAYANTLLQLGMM
PP1 counter: counter-screen for PP5 inhibitors: inhibitors of human PP1-alpha. P62136. purified PP1alpha, OMFP fluorescence. inhibition, % at 6.7 µM. 320,000 compounds, 0.9% hits. AID 2235;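 active = inhibition above the mean inhibition of all tested compounds plus 3 SD, computed separately for each screening campaign, cut at about 15% in these data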
Target sequence (P62136 whole entry, looked up): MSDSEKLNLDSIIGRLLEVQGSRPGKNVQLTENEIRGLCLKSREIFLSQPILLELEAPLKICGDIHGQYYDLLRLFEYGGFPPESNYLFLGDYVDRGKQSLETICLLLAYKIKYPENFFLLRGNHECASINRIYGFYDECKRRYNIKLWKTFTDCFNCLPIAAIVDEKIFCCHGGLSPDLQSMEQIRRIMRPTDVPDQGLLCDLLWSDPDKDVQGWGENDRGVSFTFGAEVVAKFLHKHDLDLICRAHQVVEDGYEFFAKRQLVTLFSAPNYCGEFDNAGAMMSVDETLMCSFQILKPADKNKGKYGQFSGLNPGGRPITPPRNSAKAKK
Efflux pump inh: blocks antifungal efflux pumps in multiplex yeast assay. S. cerevisiae Candida pump triplex, Nile Red efflux. 330,000 compounds, 0.44% hits. inhibition, % at 10 µM;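 active = plate passing quality check with inhibition over a set limit, or well fluorescence over plate mean plus 4 SD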;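 note: Nile Red retained in pooled yeast measured as flow cytometry median fluorescence; 0% = buffer negative control and 100% = Enniatin B positive control; higher means more Nile Red kept so more efflux inhibition; some compounds called inactive have numbers as strong as hits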
core dimer inh: blocks dimerization of HCV core protein; inhibition, % at 5 µM; 300,000 compounds, 0.33% hits; TR-FRET GST/Flag-core106 dimerization, 1536-well;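 active = inhibition above the mean of all tested compounds plus 3 SD, set per screening campaign, cut at about 45% in these data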
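Test system: GST/Flag-tagged HCV core106 proteins; Medium: KF-containing HEPES buffer, pH 7.45, DTT, CHAPS, BSA; Times: compound-protein-antibody incubation 4 h at 22.5 °C; Detection: TR-FRET 671 and 617 nm emission; Benchmarks: wells lacking GST-core106 and wells with excess unlabelled core106.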
TPT1 inh: inhibitors of Candida albicans tRNA 2'-phosphotransferase TPT1; recombinant caTPT1, FP RNA substrate dephosphorylation; inhibition, % at 5 µM; 300,000 compounds, 0.81% hits;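 active = inhibition above the mean of all tested compounds plus 3 SD, set per screening campaign, cut at about 24% in these data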;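 note: plate controls were DMSO alone for no effect and ferristatin control at 100 nM for full effect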
Fh CTSL1 inh: counter-screen for PFM18AAP inhibitors: inhibitors of F. hepatica cathepsin L1; recombinant F. hepatica cathepsin L1, Z-Leu-Arg-MCA fluorescence; AID 1906; inhibition, % at 5.96 µM; 300,000 compounds, 0.49% hits;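 active = inhibition above the mean of all tested compounds plus 3 SD, set per screening campaign, cut at about 17% in these data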;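 note: 0% = plate median of test compound wells and 100% = 1 µM Z-Phe-Ala-diazomethylketone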
Starred values were filed as active, the others as inactive; i = inactive; ? = inconclusive; nt = no result given.

no.	Structure	LYPLA2 inh	PREPL inh	GASC-1 inh	PP5 primary	PP1 counter	Efflux pump inh	core dimer inh	TPT1 inh	Fh CTSL1 inh
1	O=C(C1=C(O)C(=O)N(CC2CCCO2)C1c1ccc(Cl)cc1Cl)c1ccco1 (stereo not given)	-1	2	6	2.1	12	0.0	-1	0	-4
2	O=C(Cn1cc2c(n1)CCCCC2)NCCCN1CCOCC1	-3	-7	-9	2.5	-4	-0.3	3	-7	-3
3	NS(=O)(=O)c1ccc(Nc2nc(-c3ccc(F)cc3)cs2)cc1	-5	13	0	6.2	2	-0.1	5	1	2
4	O=C(N/C(=C\c1ccc2c(c1)OCO2)C(=O)N1CCOCC1)c1ccccc1Br	1	17	-1	-0.1	0	0.1	-9	-1	1
5	Cc1cc(C)n(-c2ccc(C(=O)NCCCN3CCOCC3)cc2)n1	-4	-2	-2	-2.4	-3	0.1	1	0	-1
6	O=S(=O)(c1ccc2ccccc2c1)N(CC(O)COCc1ccco1)c1ccccc1 (stereo not given)	0	-8	33	2.6	3	0.1	3	-2	3
7	OCn1ncn(-c2ccccc2)c1=S	1	-2	1	-0.2	0	0.1	2	2	-1
8	O=C(NCc1nnc(SCC(=O)N2CCN(c3ccccc3)CC2)o1)c1c(F)cccc1F	2	-21	22	3.8	-7	1.3	5	2	-2
9	CCCS(=O)(=O)N1CCN(C(=O)c2ccccc2F)CC1	11	18	10	-5.7	-2	0.0	0	-2	4
10	CCOc1ccc(C(=O)Nn2cnnc2)cc1	-1	-4	-6	-3.0	-4	0.1	0	0	1
11	O=C(O)CCCC(=O)Nc1ccc(Oc2ncnc3cc(Cl)ccc23)nc1	0	0	0	-0.5	-5	0.0	4	0	-1
12	CC(C)CCNC(=O)C(C)N(Cc1ccc(F)cc1)C(=O)c1ccc(CN2CCCCC2)o1 (stereo not given)	-2	8	?	-0.6	0	-0.1	-2	-3	5
13	CCOC(=O)c1[nH]ncc1CN1CCN(Cc2ccc(C)cc2)C(CCO)C1 (stereo not given)	-10	8	1	-2.0	0	0.1	-2	-4	-7
14	CCN(CCn1cccn1)C(=O)CCc1nnc(CCCc2ccccc2)o1	-4	3	34	-0.6	-4	-0.1	10	-1	-3
15	Cc1nnc2sc(-c3cccc4ccccc34)nn12	-2	-9	1	3.1	0	0.1	-2	2	2
16	CCOC(=O)CCNC(=O)CNC(=O)OCc1ccccc1	4	0	7	-2.2	0	-0.2	-1	0	1
17	CCCN1C2CCCC1CC(NC(=O)c1cccc([N+](=O)[O-])c1)C2 (stereo not given)	-4	-6	14	1.2	-3	0.2	6	-1	0
18	CC(=O)c1ccc(NC(=S)NC(=O)/C=C/c2ccco2)cc1	-4	-6	5	2.3	23*	0.0	-10	6	-2
19	COc1ccc(C2N3CC4(C)CN2CC(C)(C3)C4)cc1OC (stereo not given)	-6	3	-11	0.0	-1	0.0	-9	3	1
20	CC(C)(C)c1sc(N)nc1-c1ccccc1	1	8	13	2.2	0	0.0	-2	0	-1
21	CCOCc1nnc(NC(=O)c2cc(C(=O)OC)cc([N+](=O)[O-])c2)s1	1	3	-10	-0.6	-2	-0.3	-5	0	3
22	CCN(CC)CCn1c(=S)[nH]c2cc3c(cc2c1=O)OCO3	11	6	-4	2.5	0	-0.1	0	1	-4
23	CCOc1ccc(C(=O)OCC(=O)Nc2cccc(S(=O)(=O)N3CCCC3)c2)cc1	-14	10	0	3.8	2	-0.2	nt	nt	nt
24	CC(=O)N/C(=C\c1ccc(C)cc1)C(=O)O	-2	1	-3	0.7	-5	0.1	8	-4	-3
25	O=C(NNc1cc(Cl)ccc1Cl)c1cccs1	0	5	-4	-2.8	-2	-0.1	-2	4	-1
26	CSc1nsc(SCC(=O)Nc2ccc(O)c(C(=O)O)c2)n1	1	16	3	1.5	-1	0.1	1	10	4
27	CCCCCCCCCC(=O)NNC(=O)c1c(O)c2ccccc2n(CCC)c1=O	-3	7	-23	-2.6	-2	-0.1	0	-8	-3
28	CS(=O)(=O)N1CCC(C(=O)NCc2ccco2)CC1	-6	-3	0	2.0	1	0.0	8	4	-2
29	O=[N+]([O-])c1ccc(Oc2ccc(S(=O)(=O)N3CCCCC3)cc2)cc1	6	28	2	-0.6	0	0.2	14	1	-2
30	CC(=O)N1CCC2(CC1)NC(=O)N(c1ccccc1)N2	-1	2	4	-0.7	-1	-0.1	5	-1	0
31	COC(=O)C1=C(C)Nc2nnnn2C1c1ccccc1Cl (stereo not given)	2	-2	-2	0.7	0	0.0	-7	-1	3
32	CCC(NC(=O)COC(=O)C1CC2CCCC(C1)C2=O)c1ccc(Br)cc1 (stereo not given)	5	-1	7	-0.3	-4	-0.1	-1	0	-3
33	CCn1c(SCC(=O)c2c(N)n(C3CC3)c(=O)[nH]c2=O)nnc1-c1ccccc1OC	-2	-10	6	0.7	-1	0.0	nt	nt	nt
34	O=c1c2cc(Cl)ccc2nc(-c2ccc(Cl)c(Cl)c2)n1O	2	3	8	1.2	-2	-0.1	8	-1	2
35	COc1ccc(CC(=O)NNC(=O)c2ccc(SCc3cc(F)ccc3F)c([N+](=O)[O-])c2)cc1	6	3	13	1.6	3	-0.1	-1	2	-4
36	Cc1ccc(-n2c(=O)c3c4c(sc3n3c(=S)[nH]nc23)CCC4)cc1	5	16	4	-1.5	-5	-0.1	-5	0	2
37	CCOC(=O)c1c(CN2CCOCC2)n(-c2ccccc2)c2cc(Br)c(O)c(CN(C)C)c12	-2	-1	-2	2.6	9	0.1	-3	-1	-2
38	O=C1c2ccccc2CC1Sc1nnc(-c2ccncc2)o1 (stereo not given)	-8	11	8	-0.5	3	0.0	-4	-1	-5
39	O=C(NCc1ccco1)C(=O)NCC1OCCN1C(=O)c1ccc(Cl)cc1 (stereo not given)	2	2	6	2.5	-1	0.0	0	1	1
40	COc1ccccc1CNS(=O)(=O)c1ccc(-n2cccn2)cc1	5	-3	0	-0.7	-5	-0.1	-4	1	-3
41	COC(=O)Nc1ccc(N2CCOCC2)c(S(=O)(=O)N2CCOCC2)c1	19	5	-9	-0.2	-3	-0.1	-2	-3	-1
42	CC(C)N(C(=O)CN1CCC(c2nc3ccccc3[nH]2)CC1)C(C)C	3	5	9	1.1	-3	-0.1	0	-2	1
43	O=C(NC1CCc2ccccc21)c1cc(COc2c(F)cccc2F)on1 (stereo not given)	7	6	8	5.1	-2	0.1	2	2	1
44	Nc1nnc(SCC(=O)NNC(=O)c2ccc(Cl)cc2)s1	3	-1	-23	0.1	-3	93*	nt	nt	nt
45	CSCCC(NS(=O)(=O)c1ccc(F)cc1)C(=O)NCc1ccc(S(N)(=O)=O)cc1 (stereo not given)	0	-3	3	8.6	-3	0.6	1	3	1

Two entries picked at random from those above, as already listed:
no.	Structure	LYPLA2 inh	PREPL inh	GASC-1 inh	PP5 primary	PP1 counter	Efflux pump inh	core dimer inh	TPT1 inh	Fh CTSL1 inh
33	CCn1c(SCC(=O)c2c(N)n(C3CC3)c(=O)[nH]c2=O)nnc1-c1ccccc1OC	-2	-10	6	0.7	-1	0.0	nt	nt	nt
35	COc1ccc(CC(=O)NNC(=O)c2ccc(SCc3cc(F)ccc3F)c([N+](=O)[O-])c2)cc1	6	3	13	1.6	3	-0.1	-1	2	-4

(next part)
no.	Structure	LYPLA2 inh	PREPL inh	GASC-1 inh	PP5 primary	PP1 counter	Efflux pump inh	core dimer inh	TPT1 inh	Fh CTSL1 inh
46	O=C(NC(=S)Nc1ccc2[nH]c(=O)[nH]c2c1)c1cc(Br)ccc1Cl	3	14	16	1.9	-1	0.1	-4	6	0
47	CCCc1cc(Nc2cccc(OCC)c2)n2ncnc2n1	-4	22	4	0.6	-3	-0.1	0	-5	5
48	Cc1ccccc1C(=O)NC(=S)N(C)CCc1ccccn1	-7	1	-15	-2.5	-7	-0.1	1	0	1
49	CCOC(=O)N1CCN(c2c(NCCN(C)Cc3ccccc3)c(=O)c2=O)CC1	-4	-1	4	-1.2	0	0.0	-7	-1	3
50	Cc1nn(-c2ccccc2)c(C)c1C(=O)NCCc1ccc(Cl)cc1	-4	6	-4	0.9	-1	0.1	6	-3	1
51	COc1cc(NC(=O)c2ccccc2)c(OC)cc1NC(=O)CN1CCOCC1	-2	12	7	2.8	-3	0.1	0	7	0
52	Cc1cc(NS(=O)(=O)c2ccc(N)cc2)no1	-1	0	2	2.7	-1	0.0	11	-2	4
53	Cc1oc(-c2cccs2)nc1CN1CCC(C(=O)N2CCCC2)CC1	3	15	-12	-3.3	-6	0.0	-4	1	1
54	CC(OC(=O)CNC(=O)c1sc2ccccc2c1Cl)c1ccccc1 (stereo not given)	0	-24	nt	1.1	0	-0.1	nt	nt	nt
55	CCCNC(=O)c1ccc(COc2ccc(C(C)(C)C)cc2)o1	5	12	-3	1.1	1	-0.1	2	-3	1
56	CC1(C)Cc2c(sc3c2c(=O)n(-c2cccc(Cl)c2)c(=O)n3CC(N)=O)CO1	-2	5	-2	1.5	-1	0.3	2	3	-5
57	COC(=O)CSc1nnc(NC(=O)C2CC(=O)N(c3ccc(F)cc3)C2)s1 (stereo not given)	-1	7	-1	2.4	-2	-0.3	29	1	0
58	Cc1cccc(C)c1OCC(=O)NC1CC1	4	6	13	2.5	0	0.1	-5	-2	0
59	O=C(O)c1cccc(N2CCCC2)c1	3	6	23	-1.5	2	-0.1	-5	-5	-1
60	CCOc1ccccc1CN1CCNC(=O)C1CC(=O)NC1CCCCC1 (stereo not given)	6	16	23	-0.3	-3	-0.2	-7	-4	4
61	O=C(CN(Cc1ccccc1)S(=O)(=O)c1ccccc1)NC1CC1	3	7	-1	1.4	-3	0.0	-4	0	-3
62	Cc1ccccc1NC(=S)Nc1ccc2cn[nH]c2c1	9	7	-1	0.0	-4	-0.3	-2	-2	1
63	CCOC(=O)C1=C(C)N=C2c3ccccc3C(=O)C2C1c1ccc(C)cc1 (stereo not given)	1	10	-4	3.3	1	-0.1	-10	1	-2
64	Cc1cccc(-c2onc3ccc(C4(C)OCCO4)cc23)c1	1	0	2	0.7	-3	0.0	5	0	1
65	O=C(NCCNc1ccc([N+](=O)[O-])cc1C(F)(F)F)c1ccccc1	20	12	52*	-1.3	0	0.0	-2	-4	3
66	COC(=O)c1ccc(COc2ccccc2/C=C/C(=O)c2ccc(OCC(=O)O)cc2)cc1	1	-15	-1	2.1	5	-0.1	0	-1	11
67	COC(=O)c1ncccc1SC	-1	-4	4	2.1	-2	-0.1	4	1	1
68	COc1ccc(NC(=O)/C(C#N)=C\c2ccc(Br)o2)cc1	-1	-5	9	-1.2	5	0.0	24	5	-3
69	CC(=O)NNC(=S)Nc1cccc(F)c1	-3	3	-7	-0.7	0	0.0	3	1	0
70	CCOc1cc(/C=N/NC(=O)Nc2ccccc2)ccc1O	2	9	-36	2.2	-2	-0.1	-8	-2	5
71	O=C(Nc1ccccc1C(F)(F)F)c1cc(S(=O)(=O)N2CCC3(CC2)OCCO3)ccc1F	6	9	2	2.7	-5	0.0	0	-4	-3
72	O=C(O)Cn1c(SCc2cccc3ccccc23)nc2ccccc21	-6	-5	-6	-0.5	0	-0.1	7	-3	-3
73	O=C(COc1ccccc1Cl)NC1CC1	1	-7	4	0.8	-1	-0.8	-2	-1	-2
74	CCOC(=O)CN1C(=O)S/C(=C/c2ccc(O)c([N+](=O)[O-])c2)C1=O	2	9	i	3.7	5	0.0	-11	-1	5

Compound activity as filed in PubChem BioAssay.

A portion of the library, so the mix of outcomes need not match the whole.
